Screening data as filed in PubChem BioAssay.
ERK EGF inh = blocks ERK signaling stimulated by EGF; HEK293-V1b, EGF-stimulated phospho-ERK AlphaScreen; Potency, µM (doses to about 11.5 µM), for inactives: at the top dose activity change, negative = inhibition, most hits filed as inhibitors; actives 0.41% (n = 130,000); AID 1454; active means well fitted inhibition curve with a large enough effect; inconclusive means small, poorly fitted or top-dose-only effect, or effect the other way;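 further: plate controls were stimulated vehicle wells for no effect and unstimulated vehicle basal for full effect; nearly all actives have a fitted effect of over 55% in size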
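EGF-stimulated (25 nM, 5 min) phospho-ERK in HEK293 cells stably expressing V1b, cells pretreated 30 min with compound at 37C. Homogeneous AlphaScreen read on lysates.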
* = called active by the depositor; ? = inconclusive; [ ] = another dose, or the depositor's remark. Potency means the concentration at half of the fitted maximal effect.

SMILES | ERK EGF inh
C=C(C)C(=O)Nc1cccc(C2=NOC3(C2)C[C@H](C(N)=O)N(C(=O)COc2ccc(Cl)cc2)C3)c1 (some centres not stated) | -1.9%[57.5 µM]
Nc1ncc2c(n1)-c1cc(Cl)ccc1SC2 | -5.2%
Cc1nnc(SCC(=O)Nc2ccc3c(c2)OCO3)n(N)c1=O | 0.8%
Cc1cccc(CN2CCSc3sccc3C2=O)c1 | -3.5%[57.5 µM]
CC(C)NC(=O)N1CCC2(CC1)CCN(C(=O)c1ccncc1)CC2 | -0.6%
COc1cc(/C=C\C(=O)NCc2ccc3c(c2)cc(C)n3C)cc(OC)c1OC | 6.0%
CCCc1cc(=O)n2[nH]c(-c3ccc(Br)cc3)cc2n1 | -3.0%
CCCCOc1cccc(OCC(=O)Nc2nc3ccccc3[nH]2)c1 | 9.0%
CC(=O)Nc1ccc(S(=O)(=O)Nc2cccc(-c3ccc4nncn4n3)c2)cc1 | 1.2%
OC(CNCc1ccccn1)c1ccccc1 (configuration not stated) | 3.2%

3 of these compounds, set out differently.
| SMILES | ERK EGF inh |
| --- | --- |
| Nc1ncc2c(n1)-c1cc(Cl)ccc1SC2 | -5.2% |
| Cc1nnc(SCC(=O)Nc2ccc3c(c2)OCO3)n(N)c1=O | 0.8% |
| Cc1cccc(CN2CCSc3sccc3C2=O)c1 | -3.5%[57.5 µM] |

Next section
SMILES | ERK EGF inh
CN1CCN(CC(=O)NN(Cc2ccccc2)c2ccccc2)CC1 | 10.4%[57.5 µM]
Cn1cc(/C=C/C(=O)c2ccccc2)c2ccccc21 | -4.4%[57.5 µM]
O=C(c1ccco1)N1CCN(c2c([N+](=O)[O-])nn(-c3cccc(Cl)c3)[n+]2[O-])CC1 | 4.4%
CCOCCCNC(=O)C1CCC(CNS(=O)(=O)c2cccc3nsnc23)CC1 (configuration not stated) | -3.8%
Cc1ccc(CN2CCc3c(OCC(=O)Nc4cc(C)ccc4C)cccc3C2=O)cc1 | 3.3%
O=C(Nc1ccc(N2C(=O)C3C4C=CC(C4)C3C2=O)cc1Cl)c1cccs1 (configuration not stated) | -7.2%
O=c1c2sccc2n(Cc2ccc(F)cc2)c(=O)n1-c1ccc(F)cc1 | 6.5%
O=S(=O)(Nc1nc(SCc2ccc(Cl)cc2)n[nH]1)c1ccccc1 | ?
CN1CCN(C(=O)c2cc3sc4ccccc4c3s2)CC1 | 0.2%[57.5 µM]
COc1cc(/C=N/Nc2nnc3c(n2)[nH]c2ccccc23)ccc1O | 0.0%
C=CCSC1=C(C#N)C(c2ccccc2Cl)C(C(=O)c2cccs2)C(O)(C(F)(F)F)N1 (configuration not stated) | ?
Cc1csc(NC(=O)CSc2nc(C(C)C)nc3c2c(=O)n(C)c(=O)n3C)n1 | 13.5%
N#C/C(=C\c1cccc([N+](=O)[O-])c1)C(=O)NCc1ccc(Cl)cc1 | -7.2%
O=C(/C=C/c1ccc(Cl)cc1Cl)NCCSc1ccccc1 | -10.5%
CCCC1=Nc2cc(C(=O)NCc3ccco3)ccc2Sc2ccccc21 | -10.2%
COCCCNC(=S)Nc1cccc(S(=O)(=O)NC2=NCCC2)c1 | -0.5%
COc1ccc2cc(C)c3nnc(SCc4cccnc4)n3c2c1 | 6.4%
CC/C(O)=C(/C#N)c1nnc2n1CCCCC2 | 11.1%
CCn1ccnc1C[C@@H]1COc2ccccc2O1 | -4.5%
CCOC(=O)C1=NNC2(c3ccccc3)C(=O)N(c3cccc(Br)c3)C(=O)C12 (configuration not stated) | 2.1%
COc1ccc(C(=O)Nc2nc3ccccc3s2)cc1OC | -3.8%
Cc1cccc(N2CCN(C(=O)c3csc4ccccc34)CC2C)c1 (configuration not stated) | 8.2%
CN(C)CCSc1nc(-c2ccccc2)nc2c1CCCC2 | 2.1%[57.5 µM]
C/C=C(\C)C(=O)OC1C(OC(=O)C2(C)OC2C)c2cc3ccc(=O)oc3cc2OC1(C)C (configuration not stated) | -12.8%
COc1ccc(-c2cc(C(F)(F)F)nc(S(=O)(=O)CCCC(=O)Nc3cccc(O)c3)n2)cc1OC | 4.0%[57.5 µM]
COCCn1c(SCC(=O)Nc2ccc3c(c2)OCCO3)nc2c(c1=O)SC(C)C2 (configuration not stated) | ?
CC(O)CCC(=O)NNC1CC(=O)N(c2ccccc2)C1=O (configuration not stated) | -7.4%[57.5 µM]
CC(Nc1[nH]c(=O)n(C)c(=O)c1N=O)c1ccccc1 (configuration not stated) | 0.6%
COc1ccc(CCn2ccc(O)c(Cc3ccc(Cl)cc3)c2=O)cc1OC | -21.3%
O=C(CC1SC(=Nc2ccccc2)N(Cc2ccccn2)C1=O)Nc1cccc(Cl)c1 (configuration not stated) | 6.0%
Cc1cc(C)c(S(=O)(=O)N2CCN=C2c2ccccc2)c(C)c1 | 0.1%
Cc1cc2ncc(S(C)(=O)=O)c(N)n2n1 | 0.7%
CSc1ccccc1NC(=O)CN(C)CC(=O)Nc1ccc(N2CCOCC2)cc1 | 1.8%
OCC1(CCOc2ccccc2)CCN(Cc2nc3ccc(F)cc3[nH]2)CC1 | 6.0%
CC(NC(=O)c1ccccc1NC(=O)c1ccccc1)C(=O)N1CCOCC1 (configuration not stated) | -2.8%
Clc1ccc2nc(N3CCN(c4ccccc4)CC3)sc2c1 | 1.6%
C=CCCN(C(CC(C)C)C(=O)OC)S(=O)(=O)c1cc(Br)ccc1Br (configuration not stated) | -5.0%[57.5 µM]
COc1ccc(C(=O)c2c(N)sc3c2CCN(C(=O)OC(C)(C)C)C3)cc1 | -1.0%[57.5 µM]
CCCNC(=O)c1ccc2c(=O)c(O)c(-c3ccc(C)cc3)[nH]c2c1 | -0.9%[57.5 µM]
Nc1ccc(OCC(O)C[n+]2ccc(CCS(=O)(=O)[O-])cc2)cc1 (configuration not stated) | 2.6%
COc1ccc2nc(C(C)O)[nH]c2c1 (configuration not stated) | -5.3%
CCOC(=O)c1ccc(NC(=O)Nc2ncccc2C)cc1 | -1.8%
CN1/C(=C\C(=O)CSc2cccc[n+]2[O-])C(C)(C)c2ccccc21 | -5.8%
O=C(NC(=S)Nc1ccccc1)c1ccc(-c2ccccc2)cc1 | 5.3%
O=C(NCC(=O)N(CCN1CCOCC1)C(C(=O)NC1CCCC1)c1cccnc1)c1cccs1 (configuration not stated) | -3.8%
CCCCn1c(O)c(N=NC(=O)c2ccccc2NS(=O)(=O)c2cccs2)c2ccccc21 | -3.9%
CSc1ccc(CN2CCC(C(=O)NCc3ccc(C)cc3)CC2)cc1 | -1.9%
O=C(Nc1cccc([N+](=O)[O-])c1)c1ccc2ccccc2c1O | -2.8%[57.5 µM]
O=C(NC1CC1)c1ccc(S(=O)(=O)NCC2CCCCC2)cc1 | 8.9%
CC1(C)Nc2ccccc2C(=O)N1NS(=O)(=O)c1ccccc1 | 2.1%

Shown with tabs: part of the list above.
canonical_smiles	ERK EGF inh
Cc1cccc(N2CCN(C(=O)c3csc4ccccc34)CC2C)c1 (configuration not stated)	8.2%
CN(C)CCSc1nc(-c2ccccc2)nc2c1CCCC2	2.1%[57.5 µM]

Next results follow:
SMILES | ERK EGF inh
O=C(O)C1CCCCC1C(=O)Nc1nc(-c2ccc(Cl)s2)cs1 (configuration not stated) | 1.9%
CCN(CC(=O)NC(C)(C)C)C(=O)CCl | -10.6%
COc1ccc(/C=N/Nc2nc(-c3ccc(C)cc3)c(NC(C)=O)s2)cc1OC | -8.5%[57.5 µM]
O=C(Nc1ccncc1)c1ccc2c(c1)C(=O)N(CC1CCCO1)C2=O (configuration not stated) | 3.5%
COC(=O)N/N=C1/C/C(=N\NC(=O)OC)c2ccccc21 | -0.6%
C=C(C)CNC(=S)Nc1ccc(S(=O)(=O)Nc2cnc3ccccc3n2)cc1 | 0.3%[57.5 µM]
O=C(/C=C/c1ccccc1)Oc1cccc2cccnc12 | 7.0%[57.5 µM]
OCCC1CN(Cc2nc3c(s2)CCCC3)CCN1Cc1ccccc1 (configuration not stated) | -1.6%[57.5 µM]
COc1cc(/C=C/C(=O)OCC(=O)NCc2ccco2)ccc1OCC#N | 4.8%
Cc1ccc(NC(=O)CSc2nnc(CCCCCNC(=O)OC(C)(C)C)o2)c(C)c1 | 4.6%
Cc1ccc(N2CC(C(=O)NC3=NCCS3)CC2=O)cc1C (configuration not stated) | 0.8%
Cc1cccc(NS(=O)(=O)c2c(C)noc2C)c1 | -11.2%
Cc1ccc(S(=O)(=O)Nc2c(C)n(C)n(-c3ccccc3)c2=O)cc1C(=O)OCC(=O)N1CCCC(C)C1 (configuration not stated) | 4.7%
CC(=O)Oc1cc(OC(C)=O)c2c(=O)cc(-c3ccc(OC(C)=O)c(OC(C)=O)c3)oc2c1 | 9.2%
NNC(=O)Cn1c2ccccc2c2ccccc21 | 4.2%[57.5 µM]
Cc1ccc([N+](=O)[O-])cc1NC(=O)c1cccs1 | -61.6%
Cc1cc(O)cc(=O)n1C | -1.8%
Cc1[nH]c2ccccc2c1C(=O)COC(=O)c1ccc2c(=O)n3c(nc2c1)CCC3 | -7.2%
CC(O)CNC(=S)Nc1ccccc1 (configuration not stated) | -6.6%
CC(=O)CSc1nsc(SCC(C)=O)c1C#N | 3.5%
COc1cccc(-c2cc(C(=O)Nc3ccn(Cc4ccc(C)cc4)n3)no2)c1 | -0.3%
CC(SCc1ccccc1)C(=O)Nc1ccccc1-c1ccccc1 (configuration not stated) | 6.7%
Cc1ccccc1-c1ccc(=O)n(CC(=O)Nc2ccc(-n3cnnn3)cc2)n1 | -16.0%[57.5 µM]
Cc1ccc(NC(=O)c2ccc(=O)[nH]c2)cc1S(=O)(=O)N1CCCCC1 | -9.0%[57.5 µM]
Cc1nc([N+](=O)[O-])cn1CC(O)c1ccc(F)cc1 (configuration not stated) | -1.4%[57.5 µM]
CC(C)Oc1ccc(CCNC(=O)CC2C(=O)NCCN2C)cc1 (configuration not stated) | 2.4%[57.5 µM]
CC(C)CCNC(=O)c1ccc(Cl)c(NC(=O)c2ccccc2F)c1 | -14.2%
COc1ccccc1NS(=O)(=O)c1cc(NC(=O)CNC(=O)c2ccc(C)s2)ccc1Cl | 8.3%
O=C(NCCCc1nc2ccccc2[nH]1)c1ccc(F)cc1 | 1.1%
CCN(C(=O)c1cc2cccc(OC)c2oc1=O)C1CCCCC1 | 0.8%

Taken from the results shown, 7 compounds:
SMILES | ERK EGF inh
CC(SCc1ccccc1)C(=O)Nc1ccccc1-c1ccccc1 (configuration not stated) | 6.7%
Cc1ccccc1-c1ccc(=O)n(CC(=O)Nc2ccc(-n3cnnn3)cc2)n1 | -16.0%[57.5 µM]
Cc1ccc(NC(=O)c2ccc(=O)[nH]c2)cc1S(=O)(=O)N1CCCCC1 | -9.0%[57.5 µM]
Cc1nc([N+](=O)[O-])cn1CC(O)c1ccc(F)cc1 (configuration not stated) | -1.4%[57.5 µM]
CC(C)Oc1ccc(CCNC(=O)CC2C(=O)NCCN2C)cc1 (configuration not stated) | 2.4%[57.5 µM]
CC(C)CCNC(=O)c1ccc(Cl)c(NC(=O)c2ccccc2F)c1 | -14.2%
COc1ccccc1NS(=O)(=O)c1cc(NC(=O)CNC(=O)c2ccc(C)s2)ccc1Cl | 8.3%

(cont.)
SMILES | ERK EGF inh
COc1ccccc1OCC(=O)NCCSCc1ccc(Cl)cc1 | 14.0%
O=C(NC(=S)Nc1ccccc1N1CCOCC1)c1sc2ccccc2c1Cl | -0.4%
O=C(CSc1cn(CC(=O)N2CCCC2)c2ccccc12)NCC1CCCO1 (configuration not stated) | 2.8%
O=C(Nc1ccc(N2CCN(Cc3ccccc3)CC2)cc1)c1ccccc1[N+](=O)[O-] | -5.7%
O=C(Nc1ccc(N2CCOCC2)cc1)C1CCCCN1S(=O)(=O)c1ccccc1 (configuration not stated) | -1.1%[57.5 µM]
COc1cccc(CN2CCCC(C(=O)c3ccc4c(c3)OCO4)C2)c1O (configuration not stated) | 4.2%
CN(C)C(=O)C[n+]1ccc(/C=N/O)cc1 | -4.1%
CCOc1cc(C2NC(=S)NC(C)=C2C(=O)Nc2ccc(OC)cc2)ccc1O (configuration not stated) | 15.8%
CCC1(CC)NC(=O)N(CC(=O)OCC(=O)NC(=O)c2ccc(Cl)cc2)C1=O | -7.3%[57.5 µM]
O=C1CCCC2=C1C(c1cccc(O)c1)c1c(ccc3ncccc13)N2 (configuration not stated) | -4.8%
Cc1cccc(-n2c(=O)[nH]c3c(C(N)=O)nc(C(C)C)nc32)c1 | 1.7%
CC/C(=N\NC(=S)NC(C)C)c1ccc(OC)c(OC)c1 | -6.7%
O=C(NC(=S)Nc1ccc(CN2CCOCC2)cc1)c1ccc([N+](=O)[O-])cc1Cl | -4.0%
CC(=O)N1CCc2c(sc(NC(=O)c3ccc([N+](=O)[O-])o3)c2C#N)C1 | -0.2%
O=C(N/N=C/C=C/c1ccccc1)c1ccccn1 | 2.6%[57.5 µM]
C#CC[N+]1(CC#Cc2ccccc2)CCCCC1 | 0.5%
Cc1c(C(=O)N/N=C/c2ccccc2)[nH]c2c([N+](=O)[O-])cccc12 | -10.1%[57.5 µM]
CSc1n[nH]c2nc3c(c(=O)n12)C1(CCCC1)Cc1ccccc1-3 | 8.6%
O=C(O)c1ccc(OCCOc2ccccc2)cc1 | -8.7%[57.5 µM]
COc1ccccc1N(CC(=O)Nc1ccc(C(F)(F)F)cc1)S(C)(=O)=O | -10.2%
Cc1cccc(C(C)C)c1NC(=O)COC(=O)c1cccc(S(=O)(=O)N2CCc3ccccc3C2)c1 | -1.5%
O=C(c1cc2cc(Br)ccc2s1)N1CCOCC1 | 4.2%
CCn1nc(C)c(NC(=O)Nc2cccc(Cl)c2Cl)c1C | 2.3%
Cc1ccc(NC(=O)COC(=O)c2cc(Cl)ccc2[N+](=O)[O-])c(C)c1 | 8.6%
CCN(CC)S(=O)(=O)c1cc(C(=O)OCC(=O)Nc2cccc(Br)c2)ccc1F | 6.2%
O=C(CC1NCCNC1=O)Nc1ccc(Cl)c(Cl)c1 (configuration not stated) | -11.8%
O=C(NCCCCCCNC(=O)C1CCCC1)C1CCCC1 | -14.5%
CCC(C)(NC(=O)c1ccc2c(c1)OCO2)C(=O)NC1CCCCC1 (configuration not stated) | -1.6%
CC(C)(C)CC(=O)O/N=C(\N)c1ccncc1 | -0.5%

Only part of the results is shown (hit frequency here may not be typical).
